Screening data (PubChem BioAssay)
HEK293 tox – cytotoxicity counter-screen for GLP-1 receptor inverse agonists | HEK293 cAMP-luciferase reporter cells, luminescence, 24 h | Potency, µM (highest dose often 38.3 µM), for inactives: at the top dose activity change, negative = inhibition, usual class: inhibitors | 0.13% of 410,000 active | AID 624418;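 note: loss of luciferase light is scored as toxicity; potency is the fitted concentration of half-maximal effect; % is set by controls: 0 for no effect and ±100 for the full control effect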
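Step one: seed cells (200 cells/uL, DMEM with 10% Nu serum, 1% pen-strep). Step two: 12-hour incubation at 37 deg C. Step three: pin 23 nL compound, incubate 24 hr. Step four: add luciferase reagent, read luminescence 12 min later.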
FUS yeast rescue – FUS proteinopathy suppression in yeast | Potency, µM (titrated, usually from 76.6 µM), for the others: at the top dose growth rescue (activation), hits mostly activators | AID 1347120 | 0.24% of 390,000 active | S. cerevisiae FUS-expressing, growth rescue, OD600, 24 h;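 note: potency is the fitted concentration of half-maximal effect; plate controls were DMSO vehicle for no effect and reference control for full effect; nearly all actives have a fitted effect of over 55% in size; some results filed as inactive show a strong effect at the top dose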
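S. cerevisiae expressing FUS from galactose induction served as the toxicity model. Growth after 24hr at 30C, read as absorbance at 600 nm, indicates suppression of toxicity; compounds dosed at several concentrations.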
Abeta yeast res – A-beta toxicity reversal in yeast; yeast expressing A-beta42, growth rescue, OD600, 48 h; response scale: 0% DMSO, 100% iron-clioquinol control; Potency, µM (titrated, usually from 46.1 µM), for the others: at the top dose growth rescue, hits mostly activators; 0.063% of 410,000 active; AID 1347071; note: potency is the fitted concentration of half-maximal effect; nearly all actives have a fitted effect of over 55% in size
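Yeast A-beta toxicity model in growth medium with pinned compounds, 48 h at 30 C; growth read as absorbance at 600 nm. Normalized to FeCl3/clioquinol equimolar mix (positive) and DMSO (negative).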
MmCpn inh – M. maripaludis TRiC chaperonin inhibition | purified Mm-Cpn ATPase, ADP Transcreener TR-FRET | Potency, µM (top dose mostly 76.9 µM), inactives show at the highest dose activity, negative = inhibition, hits mostly inhibitors | 0.031% of 330,000 active; note: potency is the fitted concentration of half-maximal effect; % is set by controls: 0 for no effect and ±100 for the full control effect; nearly all actives have a fitted effect of over 80% in size
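Compound-treated chaperonin, 25 nM final, turns over 10 uM ATP at 37°C for 30 min following a 10 min preincubation; ADP generated competes with ADP-d2 for Eu-cryptate antibody, lowering FRET.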
pAkt inh – Akt phosphorylation inhibition; Neuro2A IGF-stimulated pAkt S473 HTRF, 20 min; stronger effect = lower value; activity change, % for hits at 50 µM; 0.32% of 360,000 active; in the data active = activity change below about -80%; inconclusive = mostly about -51% to -80%; note: % is set by controls: 0 for no effect and ±100 for the full control effect
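Single-point screen (50 µM final compound) in Neuro2A cells stimulated 20 min with 6 nM IGF at 37 deg C. After lysis, Ser473-phosphorylated Akt read by HTRF (ex 330 nm, em 615/665 nm) as the 665/615 ratio.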
GLP-1R inv ag – GLP-1 receptor (human) inverse agonism | Potency, µM (highest dose often 38.3 µM), without a hit: top-dose activity change, negative = inhibition, actives largely listed as inhibitors | HEK293 GLP-1R CRE-luciferase, luminescence, 24 h; GLP-1R form is constitutively active | 1.6% of 410,000 active | P43220 | AID 624417; note: potency is the fitted concentration of half-maximal effect; % is set by controls: 0 for no effect and ±100 for the full control effect; nearly all actives have a fitted effect of over 55% in size
Target sequence (P43220 whole entry, looked up): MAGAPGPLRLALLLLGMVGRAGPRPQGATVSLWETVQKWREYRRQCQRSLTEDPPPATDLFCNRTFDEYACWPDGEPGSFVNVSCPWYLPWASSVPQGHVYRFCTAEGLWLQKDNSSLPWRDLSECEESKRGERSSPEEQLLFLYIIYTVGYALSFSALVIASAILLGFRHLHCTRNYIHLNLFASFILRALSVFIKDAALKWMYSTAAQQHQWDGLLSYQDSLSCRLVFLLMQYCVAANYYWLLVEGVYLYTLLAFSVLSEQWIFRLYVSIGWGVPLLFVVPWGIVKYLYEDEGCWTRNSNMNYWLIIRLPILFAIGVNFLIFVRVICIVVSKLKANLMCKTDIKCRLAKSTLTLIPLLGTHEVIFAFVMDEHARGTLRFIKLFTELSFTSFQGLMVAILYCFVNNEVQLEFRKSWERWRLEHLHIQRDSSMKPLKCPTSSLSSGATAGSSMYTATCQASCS
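Inverse agonism was detected as reduced cAMP-driven luciferase luminescence after 24 h compound treatment. The cells were HEK293 clones expressing constitutively active human GLP-1R with the reporter. Reporter-only and GPR119 cell lines served as counterscreen controls.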
TDP43 rescue – rescues yeast growth from TDP-43 toxicity; TDP-43 expressing yeast growth rescue, BacTiter-Glo, 24 h; Potency, µM (doses to about 46.1 µM), inactives show at the top dose growth rescue (activation), actives largely listed as activators; 1.8% of 410,000 active; note: potency is the fitted concentration of half-maximal effect; % of control where 0% means no effect; nearly all actives have a fitted effect of over 50% in size
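Cell-based yeast growth screen: TDP-43 expression induced in galactose, inoculum OD600=0.02 after raffinose pregrowth to mid-log. Read-out BacTiter-Glo luminescence at 24 hr, 30 deg C; inhibition of toxicity seen as signal increase.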
aSyn rescue – alpha-synuclein toxicity inhibition in yeast; Yeast expressing alpha-synuclein, growth rescue, BacTiter-Glo, 24 h; Potency, µM (highest dose often 46.1 µM), for the others: top-dose growth rescue (activation), hits mostly activators; 0.14% of 370,000 active; AID 652106; note: potency is the fitted concentration of half-maximal effect; % of control where 0% means no effect; nearly all actives have a fitted effect of over 65% in size
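Readout is rescue of growth in alpha-synuclein-expressing yeast, so inhibitors of toxicity appear as activators. Growth after 24 hr at 30 deg C in galactose medium is quantified by luminescence.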
PTHR1 agonist – agonists of human PTHR1 parathyroid hormone receptor | Q03431 | 0.075% of 410,000 active | Potency, µM (highest dose often 115 µM), without a hit: at the top dose activation, hits mostly activators | HEK293 GP2 PTHR1 cells, GloSensor cAMP luminescence, 1 h; note: potency is the fitted concentration of half-maximal effect; nearly all actives have a fitted effect of over 55% in size; some results filed as inactive show a strong effect at the top dose; inactives centre near -15; many of its hits are not listed in these tables
Target sequence (Q03431 whole entry, looked up): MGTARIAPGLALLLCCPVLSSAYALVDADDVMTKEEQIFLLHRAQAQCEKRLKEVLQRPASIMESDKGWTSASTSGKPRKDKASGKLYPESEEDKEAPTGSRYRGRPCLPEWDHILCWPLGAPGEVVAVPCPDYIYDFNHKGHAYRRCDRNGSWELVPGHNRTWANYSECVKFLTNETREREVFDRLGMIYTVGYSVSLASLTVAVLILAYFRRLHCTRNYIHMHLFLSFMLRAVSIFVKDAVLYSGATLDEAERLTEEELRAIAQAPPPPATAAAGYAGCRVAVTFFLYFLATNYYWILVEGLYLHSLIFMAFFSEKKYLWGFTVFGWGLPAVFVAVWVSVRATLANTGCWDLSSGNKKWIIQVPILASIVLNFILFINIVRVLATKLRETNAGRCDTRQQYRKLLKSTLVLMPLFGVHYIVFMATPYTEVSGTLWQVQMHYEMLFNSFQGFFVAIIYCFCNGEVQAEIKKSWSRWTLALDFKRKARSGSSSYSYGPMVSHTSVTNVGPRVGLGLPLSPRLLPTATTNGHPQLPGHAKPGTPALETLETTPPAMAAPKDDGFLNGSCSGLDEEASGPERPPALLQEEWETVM
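HEK-293-derived GP2 cells expressing PTHR1 and a GloSensor cAMP reporter, 3,000/well, plated overnight, given luciferin plus IBMX (each 0.5 mM as added) for 1 h at 37 °C, then compound for 1 h at 37 °C. Luminescence was read after 15 min at room temperature.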
* marks the source's active call; other numbers are inactive results; i = inactive; ? = inconclusive; nt = no result given; & = joins results of further samples; [ ] = remark or other dose. Unless noted, calls come from the whole dose curve; as a rule, active = well fitted curve in the direction sought with a large enough effect; inconclusive = small, poorly fitted or top-dose-only effect, or another doubt; inactive = no such curve, though single readings can be large; an effect the other way counts as inactive or inconclusive. A portion of the library. The share of hits here may be higher or lower than overall.

Below each compound – FUS yeast rescue, Abeta yeast res, GLP-1R inv ag, HEK293 tox, pAkt inh, MmCpn inh, TDP43 rescue, PTHR1 agonist, aSyn rescue
> CCn1nc(C(=O)Nc2ccc3c(c2)OCCO3)c2ccccc2c1=O
→ -10.7%, -18.3%, 24.2%, 1.2%, i, nt, 28.1%, i, -9.5%
> CC(OC(=O)Cc1n[nH]c(=O)c2ccccc12)C(=O)Nc1ccc(F)cc1Cl (stereo not drawn)
→ -2.7%, -14.7%, 0.1%, -1.5%, i, 2.0%, -5.8%, -10.1%, 1.0%
> CCC(C)Cn1cnc2c(SCc3ccccn3)nc(N)nc21 (stereo not drawn)
→ -1.8%, 10.4%, 64.6%[activator], 0.0%, i, nt, -10.6%, -13.5%, -3.8%
> Cc1[nH]n(-c2ccc(Br)cc2)c(=O)c1C=Nc1ccc(S(=O)(=O)Nc2nccs2)cc1
→ 6.9%, -1.4%, 2.4%, 15.2%, i, -0.2%, 8.1%, i, -8.8%
> COc1ccc(NC(=O)Cn2c(-c3ccc(OC)cc3)cn(-c3ccc(C)cc3)c2=O)cc1
→ ?, -4.3%, -1.6%, 8.3%, i, -0.7%, 2.6%, -2.5%, 2.5%
> COc1ccc([N+](=O)[O-])cc1N/C(=N/S(=O)(=O)c1ccccc1)c1ccccc1
→ ?, -0.8%, 14.3%, -0.1%, i, -2.1%, 1.4%, i, 0.0%
> Cn1cnnc1Sc1ccc(CN2CCN(C3CCCC3)C(CCO)C2)o1 (stereo not drawn)
→ -5.3%, 5.5%, -8.9%, 3.6%, i, -2.1%, 8.1%, -7.1%, -4.9%
> Cc1noc(C)c1CSc1nnc(-c2ccccc2F)n1CCc1ccccc1
→ -2.7%, 14.3%, -23.8%, 1.7%, i, 0.2%, 8.9%, -43.5%[inhibitor], -5.5%
> COc1ccc(C(=O)NCC(c2ccc3c(c2)OCO3)N2CCN(C)CC2)cc1 (stereo not drawn)
→ -4.2%, 3.8%, 6.7%, 3.1%, nt, nt, 19.7%, 25.2%, nt
> CC1CCCCN1C(=O)CSc1nnc(-c2cccnc2)o1 (stereo not drawn)
→ 0.6%, 12.6%, 1.5%, 0.4%, i, 0.4%, 3.5%, -7.0%, -4.4%
> CCOC(=O)c1cccc(NC(=O)c2cc3ccccc3o2)c1
→ 27.5%, -46.2%[inhibitor], ?, 1.0%, i, -0.9%, 9.6%, -77.7%[inhibitor], -5.5%
> Cc1noc(C)c1S(=O)(=O)Nc1cc(C(F)(F)F)ccc1N1CCOCC1
→ -11.1%, -1.1%, -24.9%, 0.7%, i, -0.1%, 11.1%, -53.5%[inhibitor], 0.0%
> COc1ccccc1/C=N/Nc1nc(C)cc(=O)[nH]1
→ -15.6%, 2.0%, 4.0%, 4.3%, i, nt, 29.2%, -8.8%, -4.6%
> O=C(Oc1ccc(-c2cnc3ccccc3n2)cc1)c1cc([N+](=O)[O-])ccc1Cl
→ -6.0%, 7.8%, 18.9%, 16.5%, i, 1.8%, -2.4%, -10.7%, 4.3%
> O=C(OCC(=O)N1CCc2ccccc21)[C@@H]1CCCN1S(=O)(=O)c1ccccc1F
→ 12.0%, 10.7%, -16.8%, -2.5%, i, -4.2%, -17.9%, -31.0%[inhibitor], 5.3%
> CC(=O)c1ccc2c3c(cccc13)CC2
→ -3.6%, 2.9%, 3.8%, -7.7%, i, 2.2%, 0.0%, i, 2.4%
> O=C(NCCc1cccs1)C1CC1
→ 12.0%, 0.9%, 7.0%, 7.1%, i, 1.5%, -17.1%, -15.8%, -6.6%
> Cc1cc(C)cc(C(O)c2ncc(-c3cccc(C(F)(F)F)c3)[nH]2)c1 (stereo not drawn)
→ 6.0%, 13.4%, ?, 5.2%, i, nt, 18.2%, -40.3%[inhibitor], 3.8%
> O=C1Nc2ccccc2C1=Nc1ccc(S(=O)(=O)Nc2nccs2)cc1
→ 50.3%, -48.1%[inhibitor], 2.8%, 14.1%, i, -3.1%, 20.9%, -14.7%, -5.4%
> CS(=O)(=O)N1CCCC(C(=O)Nc2ccc3c(c2)OCCO3)C1 (stereo not drawn)
→ 0.4%, -4.1%, 7.4%, -2.2%, i, 2.9%, -5.8%[9.22 µM], i, -8.5%
> Cc1c(Cl)cccc1NC(=O)Cn1nnc(C(=O)NCc2cccs2)c1N
→ 5.3%, 2.3%, -13.8%, -7.7%, i, 2.3%, 11.3%, -1.5%, -3.8%
> CCCn1c(N)c(C(=O)CSc2nnc(-c3ccco3)n2Cc2ccccc2)c(=O)[nH]c1=O
→ 32.1%, -3.1%, 2.4%, -15.9%, i, ?, 15.2%, -10.5%[57.5 µM], 5.4%
> C=CCN1C(c2ccccc2)=CS/C1=C(\C#N)c1nnc2n1CCCCC2
→ 14.0%, -43.1%[inhibitor], 0.0%, -9.4%, i, 2.0%, -29.0%, -23.1%, -21.7%
> O=C(CSc1ccc(F)cc1)NNC(=O)c1ccccc1Br
→ 10.0%, -14.5%, -5.3%, 2.2%, i, 2.4%, -1.6%, i, -0.6%
> COC(=O)c1[nH]c2ccc(Br)cc2c1NC(=O)Oc1ccccc1
→ 13.7%, 1.8%, 16.0%, -8.9%, i, -6.9%, 6.8%, i, 4.9%
> O=C(CSc1nn(-c2ccc(F)cc2)c(=S)s1)NC1CCS(=O)(=O)C1 (stereo not drawn)
→ 13.3%, -15.3%, 0.7%, -9.4%, i, -0.9%, -20.0%, i, -1.4%
> CC1(C)Cc2c(c(-c3ccco3)nc3n[nH]c(N)c23)CO1
→ 37.6%, 4.6%, 170.3%[activator], 14.3%, i, -1.4%, -3.0%, -10.6%[57.5 µM], 4.4%
> COc1ccc([C@H]2CC(=O)C=C(c3cc(Br)ccc3OC)C2)cc1
→ 27.9%, 10.0%, ?, -6.9%, i, -7.4%, 17.1%, i, 4.0%
> CCN(c1cccc(C)c1)S(=O)(=O)c1ccc2c(c1)NC(=O)CCS2
→ -23.0%&-10.5%, 6.4%&-9.6%, ?, -7.9%&-4.0%, i, 3.3%, -7.9%&21.6%, -15.9%, 8.8%&0.2%
> CCC(C)(C)NC(=O)C(c1ccccn1)N(C(=O)c1csnn1)c1ccc(C)cc1 (stereo not drawn)
→ 12.4%, 5.2%, 38.6%[activator], 1.2%, i, -0.7%, -15.3%[0.397 µM], i, 17.0%
> O=C(CCc1ccccc1)NCc1ccc2c(c1)CCN2C(=O)c1ccccc1
→ -2.0%, -3.3%, 2.5%, 0.5%, nt, nt, 25.4%, i, nt
> CCc1nc(SCc2ccc(F)cc2)n[nH]1
→ -6.7%, 7.9%, 17.2%, -1.8%, i, 0.1%, 15.7%, i, 7.3%
> CCN1CCN(c2c(Cl)cccc2NC(=O)c2cc3ccccc3o2)CC1
→ 13.9%, -11.1%, -5.7%, 21.2%, i, nt, -3.6%, -16.9%, -2.0%
> c1ccc(OCCCc2nc(-c3ccncc3)no2)cc1
→ 0.7%, -5.5%, -1.4%, -8.0%, i, 1.7%, 8.0%, -1.3%[57.5 µM], 17.3%
> CCC1SC(CC)C(=O)N(CC(=O)Nc2ccc3c(c2)OCO3)C1=O (stereo not drawn)
→ 18.7%, 7.7%, 14.5%, 3.5%, i, -0.8%, 7.6%, -11.3%, 9.5%
> O=S(=O)(NCCc1ccc(Cl)cc1)c1cccc2cccnc12
→ 8.6%, -7.0%, -4.2%, 1.2%, i, -2.2%, 26.8%, -12.5%, -0.3%
> CC1(C)SC(=S)N(/N=C/c2ccccc2)C1N(O)C(=O)Nc1ccc([N+](=O)[O-])cc1 (stereo not drawn)
→ 33.8%, 4.8%, ?, -24.9%, i, -3.1%, -2.7%, -2.1%[57.5 µM], -2.7%
> O=C(Cc1ccc(F)cc1)Nc1cccc(-c2nc3cccnc3s2)c1
→ 3.4%, -0.3%, 10.5%, 11.3%, nt, nt, 13.1%, i, nt
> O=C1C2ON(c3ccccc3)C(c3ccncc3)C2C(=O)N1c1ccccc1 (stereo not drawn)
→ 8.2%, -1.9%, 0.7%, 5.4%, i, -4.4%, 3.8%, -13.0%[57.5 µM], 15.0%
> Cc1ccc(NNC(=O)C(=O)N2CCCCC2)cc1
→ -8.0%, 13.4%, ?, ?, i, 0.5%, 21.7%, i, 2.6%
> COc1ccc(S(=O)(=O)N(C)Cc2nc(-c3cccc(C)c3)no2)cc1
→ 18.8%, -5.6%, ?, 0.0%, nt, nt, ?, -39.2%, nt
> O=C(CSc1ncn[nH]1)Nc1cccc2ccccc12
→ 19.2%, 5.6%, -30.2%, -6.8%, i, nt, -0.7%, -7.2%, -4.7%
> O=C(O)C/C(=C\c1ccc2c(c1)OCO2)c1nc2ccccc2s1
→ 19.8%, -78.1%[inhibitor], ?, 8.9%, i, -1.6%, ?, -7.0%, -54.7%[inhibitor]
> Cc1ccccc1CS(=O)(=O)Cc1ccc(C(=O)NCCc2ccc(Cl)cc2)o1
→ 5.2%, 3.6%, ?, -13.1%, nt, nt, 13.8%, -32.7%[inhibitor], nt
> O=C(c1cnn2c(C(F)(F)F)cc(-c3ccco3)nc12)N1CCCCCC1
→ -1.5%, -0.9%, ?, 33.1%[activator], i, -11.3%, 9.3%, -5.3%[57.5 µM], 1.7%
> Cc1cccc(NC(=O)C23CCC(C)(C2Br)C3(C)C)c1 (stereo not drawn)
→ 10.9%, 1.9%, 3.55µM*, 9.1%, i, 0.9%, 16.4%, i, 16.5%
